SIAE inh: human SIAE inhibition, primary screen; SIAE FP-Rh probe binding, fluorescence polarization; AID 1053197; hit rate 0.69% among 370,000; Q9HAT2; inhibition, % at 9.66 µM;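 active means inhibition above a cutoff: mean of compounds within the control limits plus 3 SD of those, cut at about 17% in these data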;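 further: 0% = plate median of compound wells and 100% = probe without SIAE protein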
PRMT1 FP inh: blocks human protein arginine methyltransferase 1; inhibition, % at 2.79 µM; AID 652257; recombinant PRMT1, activity-based probe fluorescence polarization; Q99873; hit rate 1.3% among 370,000;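 active means inhibition above about 21% made by adding two undisclosed values, limit read from the data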
Target sequence (Q99873 whole entry, looked up): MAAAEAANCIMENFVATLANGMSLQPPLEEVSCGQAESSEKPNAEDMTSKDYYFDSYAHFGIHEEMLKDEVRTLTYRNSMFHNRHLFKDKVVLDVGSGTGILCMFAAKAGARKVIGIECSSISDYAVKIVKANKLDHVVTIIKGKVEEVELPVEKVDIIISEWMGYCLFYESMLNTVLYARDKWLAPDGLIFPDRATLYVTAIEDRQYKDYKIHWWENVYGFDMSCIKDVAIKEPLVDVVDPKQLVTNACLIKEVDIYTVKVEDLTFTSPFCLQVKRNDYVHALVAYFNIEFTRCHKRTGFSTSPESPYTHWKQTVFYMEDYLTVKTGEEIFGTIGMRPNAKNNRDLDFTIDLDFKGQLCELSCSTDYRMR
TCR-CD3 inh: inhibitors of human TCR-CD3 interaction | TAMRA-labeled TCR probe fluorescence, biochemical | inhibition, % at 9.4 µM | hit rate 0.37% among 360,000 | AID 651800; in the data active means inhibition above about 19%;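 further: recombinant mutant TCR 2C K166C tagged with TAMRA read by polarization; 0% = receptor in buffer alone and 100% = receptor with positive control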
TDP2 inh: blocks human TDP2 phosphodiesterase activity; AID 720702; recombinant TDP2, T5PNP hydrolysis, p-nitrophenol absorbance 415 nm; hit rate 0.34% among 370,000; inhibition, % at 12.8 µM; O95551;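 active means inhibition above the mean of all tested compounds plus 3 SD, set per campaign, cut at about 25% in these data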;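 further: 0% = DMSO with enzyme and 100% = buffer with substrate but no TDP2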
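test system = human TDP2 enzyme | input = TDP2 enzyme at 120 nM final | medium = 50 mM Tris-HCl pH 7.5 with Mg2+, KCl, DTT, BSA | also added = T5PNP substrate, 5 mM | times = 2 h at 37 °C | technique = epi absorbance | benchmarks = high control without enzyme, low control DMSO plus TDP2 | replication = each compound tested once, singlicate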
proKLK7 act: activates the human kallikrein-7 zymogen | purified proKLK7, EDANS-DABCYL substrate fluorescence; 100% is mature enzyme control, 0% vehicle | AID 652039 | hit rate 0.9% among 370,000 | activation, % at 7 µM | P49862;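 active means activation above the mean of all tested compounds plus 3 SD, computed per campaign excluding outliers beyond control limits, cut at about 13% in these data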
Target sequence (P49862 whole entry, looked up): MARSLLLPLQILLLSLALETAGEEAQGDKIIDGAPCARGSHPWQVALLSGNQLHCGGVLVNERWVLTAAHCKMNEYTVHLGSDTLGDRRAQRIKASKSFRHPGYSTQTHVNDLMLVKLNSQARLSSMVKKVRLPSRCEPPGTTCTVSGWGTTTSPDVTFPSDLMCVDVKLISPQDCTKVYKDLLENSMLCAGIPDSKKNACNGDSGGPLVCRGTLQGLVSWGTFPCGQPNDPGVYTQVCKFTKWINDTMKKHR
DDE Tn6 FP inh: DD(E)-Tn6 binding inhibition, primary FP screen. hit rate 0.21% among 370,000. P02675. inhibition, % at 8.3 µM. Fibrin DD(E) TRITC-Tn6 fluorescence polarization displacement;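 active means inhibition above a per-campaign cutoff: mean of compounds within control limits plus 3 SD, cut at about 15% in these data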;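 further: 0% = median of all compound wells on the plate and 100% = blocking peptide control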
UHRF1 binding: blocks human UHRF1 binding to methylated DNA; UHRF1 binding to methylated oligo, TR-FRET; AID 687016; hit rate 0.75% among 370,000; Q96T88; inhibition, % at 4.4 µM; in the data active means inhibition above about 21%;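 further: UHRF1 SRA domain binding a hemimethylated CpG hairpin DNA probe; 0% = median of test compound wells and 100% = reference inhibitor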
DDE Tn7 FP inh: DD(E)-Tn7 binding inhibition, primary FP screen; AID 720508; FP displacement of FITC-Tn7 peptide from fibrin DD(E); 0% = median of compound wells per plate; hit rate 0.13% among 370,000; inhibition, % at 8.3 µM;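 active means inhibition above the mean of compounds falling within the control limits plus 3 SD of them, cut at about 14% in these data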;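 further: 0% = plate median of compound wells and 100% = 10 µM Aha-Tn7 peptide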
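Test system – human fibrin DD(E) · Times – 10 min preincubation, 3 h with tracer, room temperature · Detection – fluorescence polarization of the labelled Tn7 tracer · Measure – percent inhibition normalized to high-control wells · Benchmarks – high control wells with 10 µM unlabelled Aha-Tn7 peptide (full inhibition) · Repeats – singlicate testing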
LEDGF integ inh: blocks HIV-1 LEDGF/p75-dependent DNA integration; AID 743269; hit rate 0.64% among 370,000; inhibition, % at 3.7 µM; TR-FRET IN-LEDGF/p75 DNA integration, Eu/Cy5;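 active means inhibition above the screen-wide mean plus 3 SD, cut at about 13% in these data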;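 further: signal is the Cy5 over europium emission ratio at 671 and 618 nm; 0% = plate median of compound wells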
MBD2 DNA inh: inhibitors of human MBD2 binding to methylated oligonucleotide. TR-FRET. inhibition, % at 4.4 µM. hit rate 0.31% among 370,000. AID 686964; in the data active means inhibition above about 13%
Target sequence (Q9UBB5 whole entry, looked up): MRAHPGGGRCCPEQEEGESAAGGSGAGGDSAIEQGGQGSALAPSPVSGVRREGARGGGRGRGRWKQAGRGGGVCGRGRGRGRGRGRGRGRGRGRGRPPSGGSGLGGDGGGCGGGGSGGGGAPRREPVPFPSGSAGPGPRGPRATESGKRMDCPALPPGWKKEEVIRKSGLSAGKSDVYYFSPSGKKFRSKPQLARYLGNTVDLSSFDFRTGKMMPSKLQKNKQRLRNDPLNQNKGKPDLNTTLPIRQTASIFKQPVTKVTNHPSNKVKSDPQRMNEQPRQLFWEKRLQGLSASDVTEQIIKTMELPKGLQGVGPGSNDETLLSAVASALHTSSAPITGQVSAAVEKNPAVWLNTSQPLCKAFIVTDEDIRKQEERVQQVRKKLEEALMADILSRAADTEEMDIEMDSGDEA
Active calls of the source: *; · = no result given.

SMILES	SIAE inh	PRMT1 FP inh	TCR-CD3 inh	TDP2 inh	proKLK7 act	DDE Tn6 FP inh	UHRF1 binding	DDE Tn7 FP inh	LEDGF integ inh	MBD2 DNA inh
O=C(NCC1CCCO1)c1ccc(S(=O)(=O)N2CCC(c3nc4ccc(Cl)cc4[nH]3)CC2)cc1 (stereo not drawn)	3	-4	-2	-3	0.2	-4	2	1	-1	1
Cc1cc(C)n2nc(N)c(N=Nc3ccccc3)c2n1	-6	-2	2	-5	-0.1	-5	-6	-2	-3	-3
COc1ccc2oc(C(=O)c3ccccc3)c(NC(=O)CN3CCN(C)CC3)c2c1	3	0	5	4	0.5	-9	0	-6	-2	1
FC(F)(F)c1ccnc(Sc2n[nH]c(C(F)(F)F)n2)c1	7	-3	-2	-11	0.2	2	3	-6	3	3
CC(=O)NC(c1ccccc1)c1nc(-c2cccs2)cs1 (stereo not drawn)	1	2	-6	4	-0.6	-3	3	3	-3	5
O=P(O)(CP(=O)(c1ccccc1)c1ccccc1)c1ccccc1	6	-3	-2	9	0.1	4	3	-4	3	-2
O=S(=O)(Nc1ccc(-c2cnco2)cc1)c1ccccc1	3	2	3	5	-0.6	-9	1	-3	0	0
CCOC(=O)[C@H]1[C@H]2COc3cc(OC)ccc3[C@@H]2N2C(=O)CN(Cc3ccc(OC)cc3)C(=O)[C@@]12C	3	0	2	0	-0.1	-6	-1	-1	-2	0
COc1cccc(/C=N/NC(=O)c2ccoc2C)c1O	10	-6	-2	-1	-5.6	2	0	3	0	-6
CCN(CC(=O)NC1CCS(=O)(=O)C1)Cc1nc2c(Br)cc(Br)cc2c(=O)[nH]1 (stereo not drawn)	-1	0	-2	2	-0.4	0	-1	-1	-3	1
CC1(C)CC(=O)C2=C(C1)N(Cc1ccccc1)C(=O)C2(O)C(F)(F)F (stereo not drawn)	12	1	-4	11	0.0	0	1	-7	0	2
COC(=O)C1CN(Cc2cn(CCC3OCCO3)nn2)CCS(=O)(=O)N1Cc1ccc(F)cc1 (stereo not drawn)	6	-4	·	8	-0.7	-1	13	1	2	3
O=C(O)CCC(=O)Nc1ccccc1C(=O)NCc1ccccc1	0	-4	-1	5	0.7	-5	-4	-3	2	4
O=C(CSCc1ccc(C(=O)O)cc1)Nc1ccccc1	0	2	-5	5	0.1	12	2	0	2	3
Cn1cc(S(=O)(=O)N2CCOCC2)cc1C(=O)Nc1ccc(Cl)cc1	3	-4	1	-2	-0.5	0	3	7	6	1
CCOc1cc(C#N)c(NC(=O)c2ccco2)cc1OCC	-2	2	3	2	0.1	4	0	5	0	-5
CCC[C@H]1[C@@H](NC(=O)C2CCC2)CC[C@@]23CCCN2C(=O)CCC[C@@H]13	1	3	·	3	·	0	-2	9	-2	6
Cc1cccc(-n2c(C)cc(/C=N\NC(=O)c3cccs3)c2C)c1	15	-2	2	1	-1.1	6	-3	-1	1	5
CCOC(=O)c1[nH]c2cc(OC)c(OC)cc2c1NC(=O)CN(C)C1CCCCC1	3	-1	-2	-7	7.0	-2	3	-1	2	0
CCc1ccc(-c2nc(CS(=O)CC(=O)NCc3ccccc3)c(C)o2)cc1 (stereo not drawn)	-5	10	-3	-13	1.1	2	-2	5	-1	0
O=C1c2ccccc2C(=O)C1(CO)c1ccccc1	15	-3	2	10	0.2	-1	-2	9	-2	-11
COc1ccc(NC(C)(C)c2nnnn2-c2c(C)cccc2C)cc1	5	1	-9	-14	0.3	-6	6	4	-1	2
CN(C)C(=O)c1c([N+](=O)[O-])c(C(C)(C)C)nn1C	0	0	1	0	0.7	9	-4	-4	0	-2
COc1ccccc1C(=O)COC(=O)Cc1ccccc1F	-1	-6	-2	-3	0.1	0	1	0	3	-5
O=C(c1ccc(C(F)(F)F)cc1)C1CCCN(C(=O)CCn2cncn2)C1 (stereo not drawn)	-5	0	-2	5	-0.1	8	-1	-4	1	4
Next compounds follow.
SMILES	SIAE inh	PRMT1 FP inh	TCR-CD3 inh	TDP2 inh	proKLK7 act	DDE Tn6 FP inh	UHRF1 binding	DDE Tn7 FP inh	LEDGF integ inh	MBD2 DNA inh
CN(C)S(=O)(=O)c1ccc(NC(=O)CN2CCN(C(c3ccccc3)c3ccccc3)CC2)cc1	-2	-4	-1	-11	-0.3	-3	1	4	6	-3
COc1cccc2c1O/C(=N\O)C(C(=O)Nc1cccc(C)c1C)C2 (stereo not drawn)	3	1	-5	0	0.1	-5	1	2	-2	3
Cc1c(C(=O)O)sc2nc(SCC(=O)Nc3ccc(S(=O)(=O)NCCCC(=O)O)cc3)[nH]c(=O)c12	-1	0	8	-8	-0.1	8	3	0	3	5
COC(=O)CSc1nc(N2CCOCC2)c2c(c1C#N)CCCC2	-9	2	2	7	-0.4	-1	-3	-4	-4	1
COc1ccccc1NS(=O)(=O)c1cc(C(=O)NCc2ccncc2)ccc1C	4	1	6	14	-0.3	1	-2	-6	1	0
CC1CN(C(=O)COC(=O)c2ccc(Cl)c(N)c2)CC(C)O1 (stereo not drawn)	-1	2	2	4	1.4	2	1	5	2	5
Brc1ccc(N=NNc2ccccc2)cc1	3	0	1	-13	0.1	0	0	-1	3	2
Cc1nc2oc(C(=O)c3ccccc3)c(N)c2c2c1COC(C)(C)C2	4	-1	11	17	-0.7	7	-1	5	0	0
CCC(C(=O)NCc1ccco1)N(Cc1cccs1)C(=O)CNS(=O)(=O)c1ccccc1 (stereo not drawn)	9	1	-7	-12	-0.1	-7	2	7	-1	-4
CCOC(=O)Cn1c(C)[n+](C)c2cc(Cl)c(Cl)cc21	-6	-1	3	5	-0.1	-7	1	-5	2	-3
CN(C)c1cccc(CNC(=O)c2csc([C@H]3C[C@H](O)[C@@H](CO)O3)n2)c1	1	1	-7	-9	0.4	-11	2	4	-5	0
CC(=O)OC[C@@H]1CN(Cc2ccccc2)C[C@H](n2cnc3c(NC4CCC4)ncnc32)O1	-2	0	4	9	0.2	-5	3	1	-5	0
CC(NC(=O)COC(=O)C12CC3CC(CC(Br)(C3)C1)C2)c1ccccc1 (stereo not drawn)	0	-1	3	5	0.6	-2	11	0	1	3
COC(=O)c1ccc(-c2nc3cc(Cl)c(N)cc3s2)cc1	9	6	3	-4	1.6	0	2	5	-4	-9
Cc1cc(NC(=O)CSc2ncc(C(=O)O)n2-c2ccc(F)cc2)no1	3	0	-7	5	-0.2	-11	6	1	1	3
Cc1ccc(S(=O)(=O)N2CCN(C(=O)c3ccc(S(=O)(=O)N4CCCC4)cc3)CC2)cc1	1	2	-1	-9	0.2	6	1	11	-3	1
CCOC(=O)C1CCCN(C(=O)c2ccccc2SCCOC)C1 (stereo not drawn)	-1	15	2	4	0.1	-1	2	-2	0	5
O=C(/C=C/c1cccs1)c1ccco1	6	3	-3	0	0.0	-5	1	1	0	6
CS(=O)(=O)N(CC(=O)Nc1ccccc1Sc1ccccc1)c1ccc(F)cc1	-2	-2	8	-4	0.3	10	-1	-4	4	-4
COc1ccc(C(N)c2csc(Nc3ccc(S(C)(=O)=O)cc3)n2)cc1 (stereo not drawn)	1	2	-6	11	-0.4	0	-1	-7	-4	1
CN(C)CCNC(=O)Nc1cccc(Cl)c1Cl	4	-3	7	3	0.1	-2	11	0	2	1
COc1ccc(Cl)cc1N(C)C(=O)CCc1nc(-c2ccc(C)cc2)no1	-2	0	-2	6	-0.1	-4	-3	-1	5	-1
Cc1cccc(OC(=O)CN2C(=O)C3C4CCC(C4)C3C2=O)c1C (stereo not drawn)	-2	2	3	-1	-0.4	4	0	12	-3	-2
C/C(=N/N1CCN(Cc2cccc3ccccc23)CC1)c1cccnc1	2	1	0	-1	0.1	-3	4	1	-3	5
CCn1nnnc1SCC(=O)N1CCCCC1	-1	0	-1	11	-0.2	2	-1	-5	-3	1
COc1ccc(C(=O)CSc2ccccc2C(=O)O)cc1	-4	-1	-1	-18	0.1	-6	-1	-1	2	2
COc1cc2cc(/C=C/C(=O)c3ccco3)c(Cl)nc2cc1OC	-29	-1	3	6	-2.5	7	-2	8	-3	-7
CCCCN(CC)C(=O)c1ccc(Cl)c(Cl)c1	4	1	1	1	-0.3	4	0	5	2	-1
COc1ccc(NC(=O)C2=CC(c3ccco3)=NS(=O)(=O)N2C)cc1OC	-1	2	-5	4	0.4	-5	-5	-5	1	3

Part of the list above, set out differently.
structure | SIAE inh | PRMT1 FP inh | TCR-CD3 inh | TDP2 inh | proKLK7 act | DDE Tn6 FP inh | UHRF1 binding | DDE Tn7 FP inh | LEDGF integ inh | MBD2 DNA inh
Cc1cc(NC(=O)CSc2ncc(C(=O)O)n2-c2ccc(F)cc2)no1 | 3 | 0 | -7 | 5 | -0.2 | -11 | 6 | 1 | 1 | 3
Cc1ccc(S(=O)(=O)N2CCN(C(=O)c3ccc(S(=O)(=O)N4CCCC4)cc3)CC2)cc1 | 1 | 2 | -1 | -9 | 0.2 | 6 | 1 | 11 | -3 | 1
CCOC(=O)C1CCCN(C(=O)c2ccccc2SCCOC)C1 (stereo not drawn) | -1 | 15 | 2 | 4 | 0.1 | -1 | 2 | -2 | 0 | 5
O=C(/C=C/c1cccs1)c1ccco1 | 6 | 3 | -3 | 0 | 0.0 | -5 | 1 | 1 | 0 | 6
CS(=O)(=O)N(CC(=O)Nc1ccccc1Sc1ccccc1)c1ccc(F)cc1 | -2 | -2 | 8 | -4 | 0.3 | 10 | -1 | -4 | 4 | -4
COc1ccc(C(N)c2csc(Nc3ccc(S(C)(=O)=O)cc3)n2)cc1 (stereo not drawn) | 1 | 2 | -6 | 11 | -0.4 | 0 | -1 | -7 | -4 | 1
CN(C)CCNC(=O)Nc1cccc(Cl)c1Cl | 4 | -3 | 7 | 3 | 0.1 | -2 | 11 | 0 | 2 | 1
COc1ccc(Cl)cc1N(C)C(=O)CCc1nc(-c2ccc(C)cc2)no1 | -2 | 0 | -2 | 6 | -0.1 | -4 | -3 | -1 | 5 | -1
Cc1cccc(OC(=O)CN2C(=O)C3C4CCC(C4)C3C2=O)c1C (stereo not drawn) | -2 | 2 | 3 | -1 | -0.4 | 4 | 0 | 12 | -3 | -2
C/C(=N/N1CCN(Cc2cccc3ccccc23)CC1)c1cccnc1 | 2 | 1 | 0 | -1 | 0.1 | -3 | 4 | 1 | -3 | 5
CCn1nnnc1SCC(=O)N1CCCCC1 | -1 | 0 | -1 | 11 | -0.2 | 2 | -1 | -5 | -3 | 1
COc1ccc(C(=O)CSc2ccccc2C(=O)O)cc1 | -4 | -1 | -1 | -18 | 0.1 | -6 | -1 | -1 | 2 | 2
COc1cc2cc(/C=C/C(=O)c3ccco3)c(Cl)nc2cc1OC | -29 | -1 | 3 | 6 | -2.5 | 7 | -2 | 8 | -3 | -7
